GAA glycogen – GAA glycogen-cleavage inhibition or activation; P10253; recombinant GAA, glycogen substrate, Amplex Red glucose oxidase fluorescence; Potency, µM (top dose mostly 76.4 µM), for inactives: at the highest dose activity change, negative = inhibition, usual class: inhibitors; 300,000 tested, 0.38% active; AID 2100; active = well fitted inhibition curve with a large enough effect; inconclusive = small, poorly fitted or top-dose-only effect, or another doubt; inactive = no such curve, though single readings can be large or run the other way;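 also: 0% = full enzyme reaction and -100% = no-enzyme basal signal; the screen sought inhibitors and activators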
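Recombinant human alpha-glucosidase (4 nM final) hydrolysed bovine liver glycogen (30 ug) for 40 min at 37 C in pH 5.0 citrate/phosphate with 0.01% Tween-20. Released glucose detected by glucose oxidase/Amplex Red, Ex 573/Em 610 nm. Compounds up to 77 uM; AC50 from Hill fits.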
Active calls of the source: *; u = inconclusive; [ ] = remark or other dose. Potency is read from the fitted curve at half-maximal effect. This is a subset (hit frequency here may not be typical).

Structure | GAA glycogen
CC(C)(O)CNC(=O)C(Cc1ccccc1)N1C(=O)c2ccccc2C1=O (centres undefined) | -1%
O=C1NC2(CCCCCC2)C(=O)N1Cc1ccc(F)cc1Cl | 12%[76.3 µM]
CCC(=O)NCCc1nc2cc(NC(=O)Nc3ccccc3)ccc2n1C | -5%
Cc1csc(Nc2nc(N)c(C(=O)Nc3cc(Cl)ccc3F)o2)n1 | -6%
COc1cccc(/C=N/NC(=O)C(=O)N2CCCCCC2)c1O | -4%[76.3 µM]
Cc1ccc(SCCN2CCC(NC(=O)OCc3ccccc3)CCC2=O)cc1 (centres undefined) | 1%[76.3 µM]
CC1CCCCN1C(=O)C(=O)c1cn(CC(=O)N2CCCCCC2)c2ccccc12 (centres undefined) | -7%[76.3 µM]
COc1cccc(C(=O)c2cn(CC(=O)NCc3ccco3)c3nc(C)ccc3c2=O)c1 | -3%[76.3 µM]
O=C(CN1CCN(C(=O)C2CCCO2)CC1)Nc1c(Cl)cccc1Cl (centres undefined) | -3%[76.3 µM]
COc1cccc(N2CCN(c3ccc4nnc(CCC(=O)Nc5ccccn5)n4n3)CC2)c1 | -3%[76.3 µM]
COc1ccc(Cl)cc1N(C(=O)c1ccco1)C(C(=O)NC1CCCC1)c1cccnc1 (centres undefined) | 5%
Cc1cc(Cl)c2oc(C(=O)N(C)CCCN3CCOCC3)c(C)c2c1 | 1%[76.3 µM]
COc1cccc(C(=O)Cn2c(NCCCO)nc3ccccc32)c1 | -4%[76.3 µM]
CCOc1cc(C(=O)NCCC(=O)N2CCC3(CC2)NCCc2[nH]cnc23)cc(OCC)c1OCC | 3%[76.3 µM]
COC(=O)c1ccc(OCC(O)CNC2CCCC2)cc1 (centres undefined) | 3%[76.3 µM]
O=C(CCc1nc(-c2ccccc2F)no1)Nc1cccnc1 | -7%[76.3 µM]
CCOC(CCNC(=O)c1cn(CCOC)c(=O)c2c1c1ccccc1n2C)OCC | -4%
COc1ccc(CCCc2nnc(SCC(=O)NN)o2)c(C)c1 | 1%
CCN1CCN(C(=O)c2ccc3c(=O)n(CCc4ccccc4)c(=O)[nH]c3c2)CC1 | -3%
O=C(Cc1ncc(C(F)(F)F)cc1Cl)NNc1cccc(F)n1 | -26%
O=C(COc1cc2oc(=O)c3c(c2cc1Cl)CCC3)NCc1ccncc1 | -7%[76.3 µM]
CCN(CC(=O)N1CCCC1)S(=O)(=O)c1ccc2ccccc2c1 | -10%[76.3 µM]
O=S(=O)(NCc1ccc2c(c1)OCO2)c1c(F)cc(F)cc1Br | 11%[76.3 µM]
Cc1ccc(S(=O)(=O)N2CCCOC2CNC(=O)C(=O)NCc2ccccc2C)cc1 (centres undefined) | -1%[76.3 µM]
O=Cc1cccc(OCc2cccc3ccccc23)c1 | -3%
CCC(C)NC(=O)c1ccc(NC(=O)C2=C(C)OCCS2)cc1 (centres undefined) | -2%
CSc1cccc(NC(=O)CCCNC(=O)c2ccc(Cl)cc2)c1 | 8%[76.3 µM]
CC(=O)N(CCc1ccccc1)Cc1cc2cc(C)ccc2[nH]c1=O | -13%[76.3 µM]
CCOC(=O)C1=C(C)N=c2s/c(=C\c3ccc(OCC(=O)O)cc3)c(=O)n2C1c1ccc(Cl)cc1 (centres undefined) | 14%[76.3 µM]
Cc1ccccc1NC(=O)c1ccno1 | 6%

Further records.
Structure | GAA glycogen
COc1ccccc1C(=O)NC(C)c1cccc2ccccc12 (centres undefined) | -8%
Fc1cccc(/C=N/n2c(C3CCCCC3)n[nH]c2=S)c1 | 5%
O=C(NCCN1CCOCC1)c1cc2ccccc2oc1=O | 3%
Brc1ccccc1C1N=C(c2ccccc2)NO1 (centres undefined) | 0%
O=C(O)c1ccccc1-c1ccccc1C(=O)Nc1ccccc1-c1ccccc1 | 5%[76.3 µM]
Cc1ccc(CNC(=O)COc2cc(O)c3c(c2)OC(C)(C)CC3=O)cc1 | 12%[76.3 µM]
CCOC(=O)C(CC)n1cnc2c(nnn2-c2cccc(OC)c2)c1=O (centres undefined) | 6%
COc1cccc(C(=O)NC(=S)Nc2ccccc2N2CCCCC2)c1 | 4%[76.3 µM]
C/C(=C\c1cccc(Br)c1)C(=O)c1c(C)cc(C)[nH]c1=O | 0%
Cc1cccc(-c2ocnc2C(=O)Nc2ccccc2NC(=O)c2ccccn2)c1 | 10%[76.3 µM]
Cc1ccc2nc3c(c(Nc4ccc(O)cc4)c2c1)CCC3 | 13µM*
Cc1ccc(S(=O)(=O)C2(C(=O)NCCc3ccccc3)CC2)cc1 | 6%
COc1cc(Cl)ccc1OCc1cc(C(=O)NC2CCc3ccccc32)no1 (centres undefined) | 2%[76.3 µM]
Cc1cccc(CC(C)NC(=O)c2cc(COc3ccc(F)cc3F)on2)n1 (centres undefined) | -5%[76.3 µM]
COc1ccccc1-c1cc(-c2ccc(O)cc2)nc(N)c1C#N | 0%
CCOc1ccc(NC(=O)CC(C)S(=O)(=O)c2ccc3c(c2)NC(=O)CO3)cc1 (centres undefined) | 9%[76.3 µM]
COc1ccc(OC)c(NC(=O)c2ccc3c(c2)CCN3S(C)(=O)=O)c1 | -9%[76.3 µM]
O=c1oc2ccccc2c2c1C1O[C@](c3ccsc3)(Cc3ccccc31)O2 | -14%[15.3 µM]
COc1cc(CN2CCC(Cc3ccccc3)CC2)cc(OC)c1OC | 1%[76.3 µM]
CCN(CC)S(=O)(=O)c1ccc(NC2CCN(Cc3ccccc3)CC2)nc1 | 4%[76.3 µM]
COc1ccc2[nH]c3c(c2c1)CCN1C(=O)N([C@@H](C)C(=O)NCC2CCCO2)C(=O)[C@]31C (some centres undefined) | 17%[76.3 µM]
CCc1ccc2[nH]c3nc(SCCN4CCOCC4)nnc3c2c1 | -2%[76.3 µM]
Cc1ccc(CN2C(=O)CCC2C(=O)NCCc2ccccc2)cc1 (centres undefined) | 2%
COc1ccccc1N1CCN(C(=O)C2CCN(C(=O)c3cccc(Cl)c3)CC2)CC1 | 0%
O=C(COC(=O)c1ccc(Cl)c(Cl)c1)NC1CCCC1 | 8%
CCN(CC)S(=O)(=O)c1ccc(/C=C/C(=O)NC2CCCCC2)cc1 | -2%
CCCCCC(=O)Nc1ccc(C2C(=O)c3ccccc3C2=O)cc1 | u
CC1(C)CC(NS(=O)(=O)c2ccc(F)cc2)CC(C)(C)N1 | 10%[76.3 µM]
COc1ccc(-c2cc(C(F)(F)F)n3nc(C(=O)N4CCN5CCCC5C4)cc3n2)cc1OC (centres undefined) | -24%
O=C(CN1C(=O)NC2(CCOc3ccccc32)C1=O)NCC(F)(F)F (centres undefined) | -6%

(list continues)
Structure | GAA glycogen
O=C(COc1ccccc1)NC1CCCN(Cc2ccccc2F)C1 (centres undefined) | 11%[76.3 µM]
CC(=O)c1cccc(OCc2cc(C(=O)N(C)CCC3CCOCC3)no2)c1 | -2%[76.3 µM]
CCCOc1ccc(C(=O)Nc2ccc(S(=O)(=O)N3CCN(C)CC3)cc2)cc1 | 3%[76.3 µM]
CSc1ccccc1C(=O)Nc1cc2c(cc1C(=O)O)OCCCO2 | 1%
CCOC(=O)c1ccc(Nc2cc(C)nc(-c3ccccc3)n2)cc1 | -1%
CC(C)c1ccc(CN2C(=O)c3ccccc3S2(=O)=O)cc1 | -3%
COC(=O)CCc1c(C)c(C(=O)c2cc(OC)c(OC)c(OC)c2)c2ccccn12 | u
COc1cc(Cl)c(CN2CCC(CO)(CCOc3ccccc3)CC2)cc1OC | -5%[76.3 µM]
COc1ccc(CNC(=O)CN(C(=O)c2csnn2)c2cccc(C(C)=O)c2)cc1 | 3%[76.3 µM]
Cc1ccc(C(=O)CN2CCN(c3ccccn3)CC2)c(C)c1 | -8%
CC1CCN(C(=O)c2ccc(CS(=O)(=O)Cc3ccccc3)cc2)CC1 | 2%[76.3 µM]
CCOC(=O)c1sc2nc(C)nc(NCc3ccccc3)c2c1C | 3%
CN(CC(=O)Nc1ccc(Cl)c(Cl)c1)C1CCCCC1 | -1%[76.3 µM]
CCOc1cc(C2C3=C(CC(C)(C)CC3=O)N(CCCOC)C3=C2C(=O)CC(C)(C)C3)ccc1O | 14%[76.3 µM]
CC1CN(C(=S)Nc2cccc(Cl)c2Cl)CC(C)O1 (centres undefined) | -5%[76.3 µM]
Cc1ccccc1CN1CCC(CNC(=O)Nc2ccc(F)cc2F)CC1 | -1%
COc1ccc(NC(=O)COc2cccc3c2CCN(C)C3=O)c(OC)c1 | -2%[76.3 µM]
CCn1cc(S(=O)(=O)Nc2nc3ccc(OC)cc3s2)cn1 | -11%[76.3 µM]
COC(=O)c1cc(S(=O)(=O)NCC2CCN(Cc3cc(C)ccc3C)CC2)cn1C | -4%[76.3 µM]
O=C(NCc1cccc(C(F)(F)F)c1)c1cccc(S(=O)(=O)N2CCN(Cc3ccccc3)CC2)c1 | 3%[76.3 µM]
COc1ccc(C(=O)NC2CCSc3ccccc32)cc1 (centres undefined) | -12%[76.3 µM]
CCn1c(COc2ccccc2OC)nnc1SCC(=O)NC1CCCC1 | 0%
CCOC(=O)N1CCN(C(=O)c2noc3c2COc2ccccc2-3)CC1 | -3%[76.3 µM]
CC(=O)c1c(C)[nH]c(C(=O)N2CCN(c3ccccn3)CC2)c1C | -4%
CC1Sc2ccc(S(=O)(=O)N3CCC(C(=O)N(C)Cc4ccccc4)CC3)cc2NC1=O (centres undefined) | 1%[76.3 µM]
Cc1ccc2c(CN(C)Cc3cccc(F)c3)cc(=O)oc2c1 | -6%
CCOC(=O)C1=C(C)NC(=S)NC1c1ccc(OCC(=O)N2CCCCC2)cc1 (centres undefined) | -1%[76.3 µM]
CC1CC(C)CN(C(=O)C2CCN(S(=O)(=O)c3ccc4c(c3)CC(C)N4C(=O)C3CC3)CC2)C1 (centres undefined) | 6%[76.3 µM]
Cc1cc(N2CCOCC2)nc2ccc(Cl)cc12 | -4%
Cc1ccc(S(=O)(=O)NC(C)C(=O)Nc2ccc3c(c2)OCO3)cc1 (centres undefined) | 2%

Some of these compounds in order of their number in GAA glycogen, ascending.
Compound	GAA glycogen
CCN1CCN(C(=O)c2ccc3c(=O)n(CCc4ccccc4)c(=O)[nH]c3c2)CC1	-3%
CC(C)(O)CNC(=O)C(Cc1ccccc1)N1C(=O)c2ccccc2C1=O (centres undefined)	-1%
Cc1ccc(S(=O)(=O)NC(C)C(=O)Nc2ccc3c(c2)OCO3)cc1 (centres undefined)	2%
Cc1ccc(S(=O)(=O)C2(C(=O)NCCc3ccccc3)CC2)cc1	6%

Carrying on.
Structure | GAA glycogen
CCc1cccc(C)c1NC(=O)c1ccc2c(c1)CCN2S(C)(=O)=O | -22%
Cc1c(C(=O)O)cccc1-c1ccc(/C=N/n2cnnc2)o1 | -1%
Cc1ccc(-c2nc(-c3ccncc3)no2)cc1C | -12%[76.3 µM]
CCc1nnc(NC(=O)CCC(=O)N2CCN(S(=O)(=O)c3ccc(OC)cc3)CC2)s1 | 2%[76.3 µM]
O=C(CCc1ccccc1)N1CCCC(Nc2ccc(F)cc2)C1 (centres undefined) | 5%[76.3 µM]
COc1cccc(NC(=O)c2ccc[n+](C)c2)c1 | 1%
Cc1c(OC(C)C(=O)NCc2ccncc2)ccc2c3c(c(=O)oc12)CCC3 (centres undefined) | -4%[76.3 µM]
COc1ccc(N(CC(=O)Nc2c(C)n(C)n(-c3ccccc3)c2=O)S(=O)(=O)c2ccc(C)cc2)cc1OC | -2%
O=C(O)c1ccc(S(=O)(=O)/N=C2\C=C(Nc3ccccc3F)C(=O)c3ccccc32)cc1 | -22%[76.3 µM]
CSc1nsc(SCC(=O)Nc2ccc(C(N)=O)cc2)n1 | 9%
CCCC[C@]12Cc3cc(OC)c(OC)cc3C(O1)C1=C(O2)C(=O)c2ccccc2C1=O | 9%[15.3 µM]
COC(CNC(=O)c1ccc2c(=O)n(Cc3ccc4c(c3)OCO4)c(=S)[nH]c2c1)OC | -5%
O=C(O)c1cc(N/N=C/c2ccc(-c3ccccc3)cc2)ccc1Cl | u
CCc1ccc(/C=N/NC(=O)c2nnn(-c3nonc3N)c2CN2CCOCC2)cc1 | -23%[76.3 µM]
CC(C)[C@H](NC(=O)N1CC(=O)Nc2ccccc21)C(=O)N1CCC(C(=O)O)CC1 | -16%[76.3 µM]
O=C(CN1CCCC1)Nc1ccc(S(=O)(=O)N2CCCCC2)cc1 | 12%
COc1ccccc1CN(Cc1cccnc1)S(=O)(=O)c1ccc(-n2cnnn2)c(OC)c1 | 0%
CC(CNC(=O)c1ccco1)NC(=O)c1ccco1 (centres undefined) | 1%
CCCCc1nc(SCC(=O)Nc2nnc(C(C)C)s2)n[nH]1 | -8%[76.3 µM]
CC12OC1C1(O)CCCC1=CC2=O (centres undefined) | -6%[76.3 µM]
CSCC[C@H](NC(=O)[C@@H]1Cc2ccccc2CN1)C(=O)NC[C@H]1CC[C@H](C(=O)O)CC1 | 8%
Cc1[nH]c2ccc(C(=O)N3CCN(c4ccccn4)CC3)cc2c1C | 5%

Already shown: an excerpt of the list.
Structure | GAA glycogen
CCCCc1nc(SCC(=O)Nc2nnc(C(C)C)s2)n[nH]1 | -8%[76.3 µM]
CC12OC1C1(O)CCCC1=CC2=O (centres undefined) | -6%[76.3 µM]
CSCC[C@H](NC(=O)[C@@H]1Cc2ccccc2CN1)C(=O)NC[C@H]1CC[C@H](C(=O)O)CC1 | 8%
Cc1[nH]c2ccc(C(=O)N3CCN(c4ccccn4)CC3)cc2c1C | 5%
